esBAF inh: blocks esBAF chromatin remodeling in mouse ES cells. Bmi1-luciferase knock-in reporter, 24 h; 100% = twice the neutral-well signal. reporter increase, % at 12.5 µM. 350,000 compounds, 2% hits. AID 602393; in the data active means activation above about 40%;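 further: 0% = median of the plate's neutral control wells and 100% = double that signal; a rise in the Bmi1 reporter signal indicates esBAF inhibition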
C2C12 statin: suppression of simvastatin myotoxicity | C2C12 myotubes + simvastatin, ATP luminescence, 48 h; scaled: DMSO 0, geranylgeraniol control 100 | rescue of ATP level, % at 7.49 µM | 330,000 compounds, 0.78% hits;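 active means mean ATP rescue above about 67%, or every replicate alone reaching that limit, limit read from the data, passing the limit was not always enough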;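 further: myotubes were challenged with 10 µM simvastatin during compound exposure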
LGR2 inh: inhibitors of bursicon-induced Drosophila LGR2 receptor cAMP signaling. HEK293 LGR2, CRE-luciferase, bursicon-stimulated, 4 h. inhibition, % at 9.99 µM. 380,000 compounds, 0.35% hits;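 active means drop in luminescence signal, shown as inhibition above about 50% in the replicate tests, limit read from the data, passing the limit was not always enough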;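 further: agonist challenge used bursicon conditioned medium at about half maximal strength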
S100A4 MyoIIA: S100A4-myosin IIA interaction inhibition | inhibition, % at 10.7 µM | 360,000 compounds, 0.14% hits | P26447 | S100A4/TAMRA-MyoIIA peptide fluorescence polarization;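 active means mean inhibition of at least 70% across replicates, with every replicate also reaching that level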
Target sequence (P26447 whole entry, looked up): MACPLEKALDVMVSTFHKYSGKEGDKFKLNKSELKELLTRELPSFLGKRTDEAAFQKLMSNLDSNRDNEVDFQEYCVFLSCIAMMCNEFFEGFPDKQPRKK
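Material: S100A4 monomer protein / Buffer or medium: 50 mM HEPES pH 7.2, 10 mM CaCl2, 100 mM KCl / Times: 5 min incubation before reading / Benchmarks: neutral control DMSO, positive control TFP / Reagent: labelled myosin peptide probe, 5 nM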
CASP6 VEID inh: caspase-6 (human) enzyme inhibition; inhibition, % at 12.5 µM; 350,000 compounds, 0.53% hits; purified caspase-6, Z-VEID-R110 cleavage fluorescence;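 active means mean inhibition across replicates at least about 35%, with every replicate also reaching that limit, limit read from the data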;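 further: 0% = median of neutral control wells and 100% = no fluorescence left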
Target sequence (P55212 24-179 limits assumed): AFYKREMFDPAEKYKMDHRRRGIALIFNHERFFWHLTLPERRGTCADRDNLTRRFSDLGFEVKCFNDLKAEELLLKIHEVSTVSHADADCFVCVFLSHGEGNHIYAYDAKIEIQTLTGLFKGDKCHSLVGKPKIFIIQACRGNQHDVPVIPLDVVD
Target sequence (P55212 194-293 limits assumed): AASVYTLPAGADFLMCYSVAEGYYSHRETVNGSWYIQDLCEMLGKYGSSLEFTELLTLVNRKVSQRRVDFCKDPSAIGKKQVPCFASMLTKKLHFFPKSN
SIRT5 block: sirtuin-5 (human) deacylase inhibition; Q9NXA8; Purified SirT5, succinyl-peptide AMC, trypsin-coupled fluorescence; inhibition, % at 15 µM; 330,000 compounds, 1.1% hits; AID 652115; in the data active means inhibition above about 15%
Target sequence (Q9NXA8 whole entry, looked up): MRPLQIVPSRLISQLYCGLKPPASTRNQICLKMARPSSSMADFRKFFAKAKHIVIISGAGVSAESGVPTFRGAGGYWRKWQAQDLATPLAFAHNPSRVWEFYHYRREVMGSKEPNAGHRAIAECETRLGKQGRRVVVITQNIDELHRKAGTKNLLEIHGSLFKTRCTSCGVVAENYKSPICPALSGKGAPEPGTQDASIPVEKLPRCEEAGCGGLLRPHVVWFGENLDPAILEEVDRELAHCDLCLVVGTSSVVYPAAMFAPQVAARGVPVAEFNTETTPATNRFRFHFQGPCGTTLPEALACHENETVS
FN deposition inh: fibronectin deposition inhibition | AH1F fibroblasts, Alexa488-fibronectin deposition fluorescence, overnight | inhibition, % at 12.6 µM | 350,000 compounds, 0.086% hits;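 active means mean inhibition across replicates of 30% or more, regardless of how many single replicates reach that level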;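 further: positive control wells lacked labelled fibronectin entirely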
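Material: AH1F fibroblasts assembling fluorescent fibronectin matrix; amount: 10000 AH1F cells/well; medium: DMEM, 2% serum; reagent: Alexa488-fibronectin, 24 nM final in well; dosing: single compound dose, delivered by pin transfer; incubation: 1 h adhesion, overnight exposure; detection: fluorescence after three HBSS washes, excitation 485 nm, emission 525 nm; measure: fibronectin deposition inhibition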
The depositor's hits bear a star; . = not tested or not shown; & = joins results of further samples. These rows are one share of the data; rates above refer to the full screens.

SMILES	esBAF inh	C2C12 statin	LGR2 inh	S100A4 MyoIIA	CASP6 VEID inh	SIRT5 block	FN deposition inh
Cc1ccc(NC(=O)C2CCN(S(=O)(=O)c3ccc4c(c3)NC(=O)C(C)S4)CC2)c(C)c1 (stereo not given)	5.7	7.6	5.0	-17.3	2.4	-0.7	-1.8
CC(C)NC(=O)N(C)C[C@@H]1Oc2ccc(NC(=O)Nc3ccccc3)cc2C(=O)N([C@@H](C)CO)C[C@H]1C	1.6	-24.0	6.3	-9.2	2.7	-5.0	.
COc1cccc(-c2ccc3c(c2)[C@H]2[C@H](CCN2S(=O)(=O)c2ccccc2OC)[C@@H](CO)N3C)c1	-2.5	-1.0	1.9	-0.3	-3.3	5.0	1.7
O=C(c1cccnc1)N1C[C@@H]2[C@H](c3ccccc31)[C@H](CO)N2CC1CCCC1	-0.4	-4.0	-2.6	11.3	1.7	.	3.9
O=C(c1ccco1)N(Cc1cccc(Cl)c1)C1CCS(=O)(=O)C1 (stereo not given)	2.9	23.1	15.9	5.3	0.5	-2.1	0.0
C/C=C/c1ccc2c(c1)O[C@H](CN(C)Cc1ccc(F)cc1)[C@@H](C)CN([C@@H](C)CO)S2(=O)=O	-0.8	-35.8	-14.6	8.3	0.2	11.0	-0.2
C[C@@H]1COc2cccc(N3CCC[C@H]3CO)c2S(=O)(=O)N1	.	.	4.4	2.0	-5.6	0.0	2.2
O=C(NC(=O)N1CCN(C(c2ccccc2)c2ccccc2)CC1)c1ccccc1	.	.	4.3	0.6	1.3	-3.4	-3.3
COCCCNC(=O)Cn1c(=O)n(Cc2ccccc2Cl)c(=O)c2cc(OC)c(OC)cc21	.	.	-2.4	-3.3	-1.9	-5.4	4.7
C[C@@H]1CN([C@H](C)CO)C(=O)CCCn2cc(nn2)CO[C@@H]1CN(C)S(=O)(=O)c1ccc2ccccc2c1	9.2	-2.8	0.2	-0.8	-1.9	-0.4	-3.5
O=C(C[C@H]1CC[C@@H](NC(=O)Nc2ccc(F)cc2)[C@H](CO)O1)NCc1cccc(F)c1	-1.7	1.6	0.2	6.6	-1.3	-6.2	.
CCC(C)N(C(=O)c1csnn1)C(C(=O)NCc1ccc(F)cc1)c1ccco1 (stereo not given)	-8.3	12.4	.	.	.	.	-1.2
O=C(COC(=O)c1ccc[nH]c1=O)Nc1cc(S(=O)(=O)N2CCCCCC2)ccc1Cl	0.2	-1.3	-14.0	0.8	-1.1	-5.3	2.6
COc1ccc(C(=O)CN2C(=O)c3ccccc3S2(=O)=O)cc1Br	.	.	36.8	-10.3	-0.2	0.2	.
Cc1ccc(-c2csc3nc4cc(C(=O)NC5CCC(O)CC5)ccc4c(=O)n23)cc1 (stereo not given)	-3.6	-26.4	0.3	-1.8	0.6	.	4.8
C[C@@H]1CN([C@@H](C)CO)C(=O)c2cc(NS(=O)(=O)c3ccc(F)cc3)ccc2O[C@@H](C)CCCCO[C@@H]1CN(C)C(=O)CCC(F)(F)F	1.7	.	-15.5	-3.7	1.8	1.5	-4.4
O=C(NCCN1CCOCC1)c1cccc(Cl)c1	-1.1	6.5	-3.8	7.8	2.8	-4.5	1.9
O=C(/C=C/c1cccc([N+](=O)[O-])c1)N1CCN(Cc2ccccc2)CC1	12.8	10.3	2.8	2.5	2.4	-0.5	0.5
COc1ccc(CN(C)C(=O)c2[nH]c(C)c(C(C)=O)c2C)cc1F	8.3	5.7	6.0	-3.7	0.1	-2.7	2.4
COc1ccc(NC(=O)Nc2ccc3c(c2)C(=O)N([C@@H](C)CO)C[C@H](C)[C@H](CN(C)Cc2ccc(C(=O)Nc4ccccc4N)cc2)O3)cc1	3.7	.	6.1	-5.4	0.2	-6.1	-5.7
COc1cccc(CN2CC(C(=O)NC3CCCCCC3)CCC2=O)c1 (stereo not given)	-7.8	3.4	-13.8	-3.5	-0.5	-1.1	-6.9
O=[N+]([O-])c1cccnc1NCc1cccs1	6.1	1.0	0.6	-3.5	-1.3	-5.5	-5.0
N#CCCN(Cc1cccnc1)C(=S)NC(=O)c1ccccc1	11.0	4.2	-3.9	10.8	-0.4	.	-8.9
O=C(NCCN1CCOCC1)c1ccc(Cl)c(S(=O)(=O)N2CCCCC2)c1	0.1	1.7	-15.9	-1.1	-1.2	3.5	-1.5
CCC(=O)N[C@@H]1C=C[C@@H](CC(=O)NCc2ccccc2F)O[C@@H]1CO	-5.2	5.5	2.5&-16.7	0.0&-1.2	6.2&1.5	0.3	3.0
Remaining list, next part
SMILES	esBAF inh	C2C12 statin	LGR2 inh	S100A4 MyoIIA	CASP6 VEID inh	SIRT5 block	FN deposition inh
CCCCn1c(N)c(N(CCOC)C(=O)CCNC(=O)NC23CC4CC(CC(C4)C2)C3)c(=O)[nH]c1=O	-3.3	-2.0	5.8	-1.8	4.1	3.0	0.8
Cc1cc([N+](=O)[O-])cnc1N1CCOCC1	-9.0	8.5	-6.1	1.6	-0.6	-3.1	2.1
CCNC(=O)C[C@H]1CC[C@H]2[C@@H](COc3ccc(NC(C)=O)cc3C(=O)N2C)O1	-1.4	-0.4	8.6	3.5	0.2	-3.9	-11.5
Clc1cccc(Cc2c(C3CCCCC3)nc3ccc(Br)cn23)c1	10.2	0.7	-5.6	-1.2	-2.8	-2.0	2.0
O=C(Nc1ccc(F)cc1)N1CC(=O)N2[C@@H](CO)[C@H](c3ccc(C#CC4CC4)cc3)[C@@H]2C1	.	.	9.9	-9.5	-0.4	1.6	.
COc1cccc(/C=C/C(=O)c2ccc(NS(=O)(=O)c3ccc(C)cc3)cc2)c1	-9.2	19.1	1.5	.	.	.	-4.5
NC(=O)c1cc2ccncc2c2ccccc12	-27.8	13.8	22.4	1.3	-3.0	1.6	12.1
CN(C)/C=C/C(=O)/C=C/c1ccc(Cl)cc1Cl	.	.	-44.0	-4.1	17.6	0.6	2.1
O=C(Nc1ccccc1F)N[C@H]1CC[C@@H](CC(=O)N2CCCCC2)O[C@H]1CO	-2.3	-7.1	13.2	0.5	-7.0	10.2	5.9
C[C@H](CO)N1C[C@H](C)[C@@H](CN(C)S(=O)(=O)c2ccccc2)Oc2ccc(NC(=O)CCN3CCOCC3)cc2CC1=O	-3.1	5.9	0.0	10.7	-2.5	-3.6	.
C[C@H](CO)N1C[C@H](C)[C@@H](CN(C)S(C)(=O)=O)Oc2ccc(NC(=O)CCCN(C)C)cc2C1=O	-1.0	-5.0	.	0.1	-1.5	-2.3	.
COc1ccc2c3c(n(C)c2c1)[C@H](CO)N(C(=O)c1ccc(F)cc1)CC31CCN(C(=O)c2ccc(F)cc2)CC1	.	.	17.8	8.8	1.7	2.2	.
N#C[C@@H]1[C@H](c2ccc(-c3cncnc3)cc2)[C@@H](CO)N1C(=O)Cc1ccccc1	2.0	8.9	-3.4	-43.5	1.2	-1.6	-0.8
COc1ccc(N2CCN(S(=O)(=O)c3ccc(OC)c(C(=O)N4CCCCC4)c3)CC2)cc1	-7.5	1.6	-1.0	3.2	-5.6	-5.1	0.0
COc1ccc(S(=O)(=O)Nc2ccc3c(c2)C(=O)N([C@@H](C)CO)C[C@@H](C)[C@H](CN(C)C(=O)c2ccncc2)OCCCC[C@H](C)O3)cc1	-4.1	.	-6.1	-3.7	-0.4	-14.6	.
C[C@H]1CN([C@@H](C)CO)C(=O)Cc2cc(NC(=O)Nc3ccc(C(F)(F)F)cc3)ccc2O[C@H]1CN(C)Cc1ccc(Cl)c(Cl)c1	-6.1	-28.9	9.3	-2.4	.	-3.2	19.6
COc1ccc(-n2c(C)cc(C=O)c2C)cc1Cl	8.7	102.5*	.	.	.	.	5.2
O=C(COC(=O)CN1C(=O)c2ccccc2C1=O)Nc1cccc(F)c1	-8.2	4.0	.	-4.3	2.4	0.6	-5.9
Cc1ccc(N2C(=O)C(Cl)=C(NCc3ccccc3)C2=O)c(C)c1	21.8	10.1	-19.8	.	.	.	.
Cc1[nH]nc2c1C(c1ccc3c(c1)OCO3)N(Cc1ccccc1)C2=O (stereo not given)	.	.	9.8	-2.1	0.8	.	-1.7
COc1ccc(CCN(/C=C2\Sc3ccccc3C2=O)C(C)=O)cc1OC	.	.	.	-7.5	3.8	0.5	7.1
O=c1[nH]cnc2c1ncn2C1OCC(O)C(O)C1O (stereo not given)	0.1	6.0	1.7	-11.9	-3.3	0.5	.
CC(=O)N1CCN(Cc2nc(-c3cccc(Cl)c3)no2)CC1	.	.	-24.8	0.0	0.6	2.5	-4.0
COC(=O)Cc1nnn2c1[C@H](C)[C@H](c1ccccc1Br)OCC2	.	.	.	2.5	-5.4	.	-8.9
CCNc1c(NS(=O)(=O)c2ccc(Br)s2)c(=O)oc2ccccc12	13.8	16.2	-11.4	1.0	-5.0	0.2	12.7
Following part
SMILES	esBAF inh	C2C12 statin	LGR2 inh	S100A4 MyoIIA	CASP6 VEID inh	SIRT5 block	FN deposition inh
CC[C@@H]1C=C(C(=O)O)[C@H](c2ccc(Cl)cc2)N1S(=O)(=O)c1ccc(C)cc1	2.0	4.9	1.2	-0.1	.	-1.5	5.2
COc1ccccc1S(=O)(=O)N1[C@@H]2CNC[C@H]1C2c1ccc(/C=C/c2ccccc2)cc1 (stereo not given in full)	.	.	-10.8&-29.1	-13.5&-6.4	-0.6&0.8	0.8&-4.1	-1.3&6.6
O=C(CSc1nnc(CNC(=O)C23CC4CC(CC(C4)C2)C3)n1-c1ccccc1)Nc1ccccc1	.	.	-1.1	0.5	5.4	-1.1	2.3
CC1=C(C(=O)N(C)C)CC(CC(=O)NC2CC2)C(=O)N1CCC1=CCCCC1 (stereo not given)	0.6	16.6	20.2	-0.4	-0.4	4.2	-0.5
C=CCNC(=O)COc1coc(CN2CCN(C(=O)c3ccco3)CC2)cc1=O	6.1	-0.8	0.9	5.1	-1.9	-3.2	7.7
COc1ccc(C#Cc2ccc3c(c2)O[C@@H](CN(C)C(=O)c2ccccn2)[C@@H](C)CN([C@H](C)CO)S3(=O)=O)cc1	8.8	19.4	12.7	2.0	-2.9	3.4	.
N#CCCN(C(=O)COC(=O)c1ccc2c(c1)OCCO2)c1ccccc1	.	.	4.7	-4.5	0.1	1.6	3.3
Cc1ccc(S(=O)(=O)NN=C2CCCc3ccccc32)cc1	-1.5	3.5	11.3	6.9	-1.4	.	1.0
O=C1CSC(=Nc2cccc(Cl)c2Cl)N1Cc1cccnc1	-3.6	15.0	-5.9	-3.3	4.1	-0.3	5.2
COc1ccccc1NC(=O)N1C[C@H](O)COC[C@@H]2O[C@H](CC(=O)N3CCC(Cc4ccccc4)CC3)CC[C@H]21	-3.8	8.7	-17.8	0.5	0.4	-1.1	-10.0
C[C@@H]1CN([C@@H](C)CO)C(=O)CCCn2cc(nn2)CO[C@H]1CN(C)Cc1ccccc1C(=O)O	-4.9	-0.7	-8.4	3.7	-2.4	-3.4	3.5
CCOC(=O)c1sc(=S)n(CC)c1NC(=O)c1ccccc1	.	.	-1.0	-2.3	-2.8	-6.7	-15.5
COc1cc2c(cc1OC)CN(C(=O)CCNC(=O)c1ccc(Br)cc1)CC2	-1.2	0.6	-9.8	-2.5	1.3	-0.7	13.4
Cc1ccc(NC(=O)CSc2nnc(NC(=O)CN3CCOCC3)s2)cc1	1.6	8.0	.	.	.	.	12.8

In a second layout: entries from further up
SMILES | esBAF inh | C2C12 statin | LGR2 inh | S100A4 MyoIIA | CASP6 VEID inh | SIRT5 block | FN deposition inh
C[C@@H]1CN([C@@H](C)CO)C(=O)CCCn2cc(nn2)CO[C@H]1CN(C)Cc1ccccc1C(=O)O | -4.9 | -0.7 | -8.4 | 3.7 | -2.4 | -3.4 | 3.5
CCOC(=O)c1sc(=S)n(CC)c1NC(=O)c1ccccc1 | . | . | -1.0 | -2.3 | -2.8 | -6.7 | -15.5

Assay outcomes deposited in PubChem by Broad Institute.
